Screening results (PubChem)
M. tuberculosis HTS = M. tuberculosis growth inhibition, HTS (AID 449762); M. tuberculosis H37Rv growth inhibition, 7H9 media; higher % means a stronger effect; inhibition, % at 25 µM; hits with a dose series show IC50 in µM; 0.59% of 330,000 active; in the data active = a potency from the dose series; inconclusive = inhibition above about 70% without an active follow-up result;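 note: bacterial growth assessed after seven days of incubation; strong numbers were not always called active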
M. tuberculosis = growth inhibition of non-replicating M. tuberculosis (AID 488890). Mycobacterium tuberculosis non-replicating, growth inhibition; higher % means a stronger effect. one-dose inhibition, % at 25 µM; IC50 in µM for titrated hits. 0.39% of 320,000 active; in the data active = a potency from the dose series; inconclusive = inhibition mostly from about 82% at the one dose, without a potency; inactive = the rest, 99 in 100 with inhibition below about 76%;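 note: plate controls were DMSO cells for no effect and high antibiotic wells for full effect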
Salmonella PhoP GFP = PhoP regulon inhibitors, Salmonella typhi PhoP promoter GFP reporter, confirmatory (AID 1850). Salmonella Typhi PhoP-promoter GFP reporter, fluorescence, 4 h; higher % means a stronger effect. inhibition, % at 50 µM, or IC50 in µM where a hit was titrated. 0.33% of 310,000 active; in the data active = a potency from the dose series; inconclusive = inhibition mostly from about 25% at the one dose, without a potency; inactive = the rest, 99 in 100 with inhibition below about 19%;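 note: 0% = induced wells with vehicle and 100% = uninduced wells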
H1N1 NS1A inhibition = H1N1 influenza NS1A inhibitors, functional cell based assay (AID 504329). 0.3% of 340,000 active. inhibition, % at 12.5 µM; hits with a dose series show IC50 in µM. NS1A functional cell-based assay, percent inhibition; higher % means a stronger effect; in the data active = a potency from the dose series; inconclusive = inhibition above about 27% without an active follow-up result; note: strong numbers were not always called active
VEEV TC-83 Vero = inhibitors of VEEV TC-83 cytopathic effect, confirmation, Vero cells (AID 588727) | Vero cells, VEEV TC-83 cytopathic effect inhibition; higher % means a stronger effect | inhibition, % at 20 µM; hits with a dose series show IC50 in µM | 0.13% of 350,000 active; in the data active = a potency from the dose series; inconclusive = inhibition mostly from about 14% at the one dose, without a potency; inactive = the rest, 99 in 100 with inhibition below about 12%; note: strong numbers were not always called active
VEEV TC-83 Vero 10K pilot screen = further read-out of VEEV TC-83 Vero, marked with its call; inhibition, %; measured here: 10K pilot screen inhibition
* hit, by the source's call; i = inactive; u = inconclusive; x = no result given. Rows are unselected; overall some 1.6% were active at least once.

SMILES | M. tuberculosis HTS | M. tuberculosis | Salmonella PhoP GFP | H1N1 NS1A inhibition | VEEV TC-83 Vero | others
CCC(C)NC(=O)c1ccccc1C(=O)NC(C)CC (stereo unspecified) | -6.2% | 8.0% | 1.2% | -0.9% | 2.8%
Cc1ccc(N2C(=O)CC(NNc3nc4ccccc4s3)C2=O)cc1 (stereo unspecified) | -1.4% | -8.1% | 2.6% | -10.0% | 1.0%
CCC(C)C(=O)Nc1cc(C(=O)OC)ccc1C(=O)OC (stereo unspecified) | 7.0% | 22.5% | 5.5% | 4.0% | 2.6%
Cc1ccc([N+](=O)[O-])cc1NC(=O)c1c(-c2ccccc2)noc1C | 3.5% | -3.2% | -4.0% | 5.4% | 2.0%
CC(=O)C1=NN(c2ccccc2)C(c2ccc3c(c2)OCO3)N1c1ccc(N2CCOCC2)cc1 (stereo unspecified) | u | 24.8% | 11.1% | -6.6% | 2.0%
CSC1=NCCN1C(=O)C(C)(C)Oc1ccc(Cl)cc1 | -0.3% | -3.1% | 1.9% | 4.2% | 1.5%
Cc1cccc(OCc2nnc(SCC(=O)NCC3CCCO3)n2C)c1 (stereo unspecified) | 4.2% | -5.3% | 3.1% | -7.5% | 0.9%
Cc1onc(-c2ccccc2)c1C(=O)NC(C)C | -0.1% | -0.6% | -0.2% | 2.0% | 0.2%
O=C(CNC(=O)C1COc2ccccc2O1)N/N=C\c1ccc(Cl)cc1 (stereo unspecified) | -6.7% | 17.5% | 0.1% | -4.1% | 48.6%
O=C(Nc1ccc(Cl)c(S(=O)(=O)N2CCCCC2)c1)c1cccnc1 | -2.3% | 11.1% | x | 1.2% | 8.1%
COc1ccc(-c2cc(N)n(S(=O)(=O)Cc3ccccc3)n2)c(OC)c1 | -5.5% | x | 18.0% | 1.3% | 1.5%
O=C(NCC(c1ccco1)N1CCCC1)c1ccc(Cl)cc1 (stereo unspecified) | -13.5% | 22.9% | -9.2% | 3.5% | i

Retrieved by structure from the list above:
SMILES | M. tuberculosis HTS | M. tuberculosis | Salmonella PhoP GFP | H1N1 NS1A inhibition | VEEV TC-83 Vero | others
CSC1=NCCN1C(=O)C(C)(C)Oc1ccc(Cl)cc1 | -0.3% | -3.1% | 1.9% | 4.2% | 1.5%
CCC(C)C(=O)Nc1cc(C(=O)OC)ccc1C(=O)OC (stereo unspecified) | 7.0% | 22.5% | 5.5% | 4.0% | 2.6%

Sorted by formula weight (falling): some entries from above
SMILES | M. tuberculosis HTS | M. tuberculosis | Salmonella PhoP GFP | H1N1 NS1A inhibition | VEEV TC-83 Vero | others
O=C(Nc1ccc(Cl)c(S(=O)(=O)N2CCCCC2)c1)c1cccnc1 | -2.3% | 11.1% | x | 1.2% | 8.1%
COc1ccc(-c2cc(N)n(S(=O)(=O)Cc3ccccc3)n2)c(OC)c1 | -5.5% | x | 18.0% | 1.3% | 1.5%
Cc1ccc(N2C(=O)CC(NNc3nc4ccccc4s3)C2=O)cc1 (stereo unspecified) | -1.4% | -8.1% | 2.6% | -10.0% | 1.0%
CSC1=NCCN1C(=O)C(C)(C)Oc1ccc(Cl)cc1 | -0.3% | -3.1% | 1.9% | 4.2% | 1.5%
CCC(C)NC(=O)c1ccccc1C(=O)NC(C)CC (stereo unspecified) | -6.2% | 8.0% | 1.2% | -0.9% | 2.8%
Cc1onc(-c2ccccc2)c1C(=O)NC(C)C | -0.1% | -0.6% | -0.2% | 2.0% | 0.2%

(continued)
SMILES | M. tuberculosis HTS | M. tuberculosis | Salmonella PhoP GFP | H1N1 NS1A inhibition | VEEV TC-83 Vero | others
O=C(NNS(=O)(=O)c1ccc(Br)cc1)c1cccs1 | -8.8% | -2.3% | -5.1% | -6.7% | i
Cc1ccccc1COC(=O)c1cc([N+](=O)[O-])ccc1N1CCOCC1 | 5.3% | 16.0% | -7.0% | 0.9% | 5.0%
COc1ccc(-n2cnc3scc(-c4ccccc4)c3c2=O)cc1 | 8.7% | 30.4% | -5.7% | 10.3% | 0.3%
CC(C)c1nnc(NC(=O)CSc2nc3ccccc3s2)s1 | 2.1% | u | -0.3% | -6.0% | 1.2%
CCN(CC)C(=O)c1sc(NC(=O)c2cccc([N+](=O)[O-])c2)c(C#N)c1C | 0.1% | 32.5% | 2.2% | -5.1% | 4.2%
CSCC(=O)N1CCC(CCC(=O)NC2CC2)CC1 | -1.9% | 4.2% | -3.4% | 9.9% | i
CCOc1ccc(NC(=S)NC(=O)c2cncc(Br)c2)cc1 | 30.0% | u | 3.0% | 8.4% | 0.2%
COn1cnnc1-c1ccccc1 | 3.8% | 4.9% | -9.2% | -2.4% | 0.2%
O=C(c1ccccc1)c1nn(-c2ccccc2)c(=O)cc1C(F)(F)F | 13.9% | 70.3% | 2.2% | -1.2% | 7.1%
CCOC(=O)c1c(C)nc2ncccn12 | -6.8% | -7.0% | -1.0% | -2.4% | 1.3%
CC(C)OCCCNC(=O)c1ccc(NC(=O)C2=CSCCO2)cc1 | 4.1% | 4.9% | -8.4% | 4.0% | 0.6%
Nc1nc(CSc2nc3ccccc3[nH]2)cs1 | -0.7% | 18.7% | -1.0% | -31.0% | i
Cc1c(C(=O)N2CCN(C(=O)c3ccccc3)CC2)oc2ccc(F)cc12 | -0.9% | 5.3% | x | -7.3% | 8.7%
CCOc1ccc(NC(=O)c2cc(C)nc3ccccc23)cc1 | -1.7% | 17.0% | 1.9% | -5.4% | 0.7%
CCn1cc(Cl)c(C(=O)N2N=C3/C(=C/c4cccs4)CCCC3C2c2cccs2)n1 (stereo unspecified) | 4.0% | 35.0% | 1.5% | 8.7% | i
NC(=O)CN1CCN(CCN2C(=O)c3cccc4cccc(c34)C2=O)CC1 | -1.8% | -16.9% | 10.1% | -4.0% | 3.2%
CC1CCCN(S(=O)(=O)c2ccc3oc(=O)ccc3c2)C1 (stereo unspecified) | 6.5% | -3.9% | -5.9% | -10.4% | 0.8%
CCN(CC)C1CC(=O)N(c2cccc(Cl)c2)C1=O (stereo unspecified) | 5.3% | 10.9% | 6.5% | -16.2% | 0.6%
O=C(C(Cc1ccccc1)n1cccc1)N1CCN(Cc2ccccc2)CC1 (stereo unspecified) | -18.0% | 18.3% | 6.4% | 2.2% | 0.2%
Cc1cccc(C(=O)O)c1[N+](=O)[O-] | -4.3% | 20.7% | x | -101.6% | i
NC(=S)NC(=O)/C=C/c1ccccc1 | u | 6.7% | 14.2% | -4.2% | 1.3%
Cn1cc(S(=O)(=O)CC(=O)N2CCCc3ccccc32)c2ccccc21 | 5.5% | -2.2% | 1.0% | -10.9% | 3.8%
O=C(Nc1ccc(F)cc1)C1CC(=O)n2ncnc2N1 (stereo unspecified) | -2.7% | -8.5% | 12.8% | -7.0% | 0.2%
Nc1nc(N)c2c(ccc3nccc32)[nH]1 | 0.7% | 11.9% | 12.9% | 7.7% | 2.5%
COc1ccc(-c2nn(-c3ccccc3)cc2/C=N/NC(=O)c2ccc(Br)o2)cc1 | 60.9% | -2.1% | 0.9% | -0.4% | 10.4%
CCCCNS(=O)(=O)c1ccc(NC(=O)Cc2ccc(OC)cc2)cc1 | -0.2% | 16.6% | 3.6% | -7.0% | i
Cc1cccc(N=Nc2c(O)[nH]c3ccc(Br)cc23)c1 | 2.3% | -4.8% | -7.1% | -14.2% | 1.6%
O=C(CN1CCOCC1)Nc1scc2c1c(=O)oc1ccccc12 | -1.9% | -13.4% | -1.3% | x | 9.3%
O=C(Cc1ccc(Br)cc1)N1CCOCC1 | 2.0% | 2.3% | 4.0% | -1.6% | 1.1%
CCOc1ccc(-n2c(SCC(=O)Nc3nccs3)nnc2-c2ccoc2C)cc1 | -0.2% | -1.1% | 14.8% | 13.5% | 1.1%
CC1(C)CCN(Cc2ccccc2)C1CC#N (stereo unspecified) | -13.6% | 2.4% | 4.4% | -0.4% | 0.9% | VEEV TC-83 Vero 10K pilot screen=1.3
CC(NC(=O)c1cc2ccccc2oc1=O)c1ccc(O)cc1 (stereo unspecified) | -4.6% | u | 1.6% | -21.0% | 1.5%
COC(=O)CNC(=O)CN1C(=O)N(c2ccccc2)C(N(O)C(=O)Nc2ccccc2)C1(C)C (stereo unspecified) | 0.0% | -2.1% | -10.1% | -14.8% | 0.1%
CCOC(=O)C1=C(c2ccccc2)N=c2s/c(=C\c3cc(OC)c(OC)c(OC)c3)c(=O)n2C1c1cccs1 (stereo unspecified) | 21.5% | 78.9% | -5.5% | 1.8% | 2.2%
COc1ccc(C(=O)N2CCC(=O)N(C(CO)Cc3ccccc3)CC2)cc1 (stereo unspecified) | -0.1% | -10.9% | -13.9% | -0.7% | 0.4%
CN(C)S(=O)(=O)c1ccc(C(=O)Nc2ccc(CN3CCCC3)cc2)cc1 | 1.9% | 1.2% | -0.5% | 19.9% | i
COc1ccc(-c2nc(-c3cccc([N+](=O)[O-])c3O)cc(=O)o2)cc1OC | 1.4% | -14.8% | -2.3% | -5.0% | 2.7%
CN(C)S(=O)(=O)n1cc(/C=C(\NC(=O)c2ccccc2F)C(=O)N2CCCC2)c2ccccc21 | -1.4% | 1.8% | -14.1% | 0.1% | 11.7%
CCOc1ccccc1NC(=O)COC(=O)C1CC1 | -2.2% | 9.0% | 4.7% | 1.2% | 1.9%
O=C(COC(=O)CCCN1C(=O)c2cccc3cccc(c23)C1=O)Nc1cccc(C(F)(F)F)c1 | 3.5% | 2.7% | -5.1% | 18.1% | i
CC(C)Nc1ccccc1 | -13.8% | 22.5% | x | -4.7% | i
COc1ccc2c(c1)CCc1c(C(=O)NCc3ccc(Cl)cc3)noc1-2 | 11.4% | -9.9% | 0.9% | -0.6% | 1.3%
CCC(=O)Nc1nnc(-c2ccco2)o1 | 5.9% | x | 24.2% | 3.6% | 0.5%
O=C(CSc1nc2ccccc2c(=O)n1CCCN1CCOCC1)Nc1ccc2c(c1)OCO2 | 6.4% | 21.1% | -1.3% | 3.3% | 0.3%
CCCSc1nc(C)c2cc(C)cc(C)c2n1 | 0.9% | -1.2% | -3.6% | -8.1% | 2.4%
CC(C)(C)[C@@H]1CCC(=O)N(CC[C@H](N=[N+]=[N-])c2ccccc2)CC1 | -16.0% | 24.9% | -0.4% | -2.6% | i
CC(=O)Nc1cc(C(=O)O)ccc1S(=O)(=O)c1ccc(C)cc1 | 1.0% | -2.3% | -6.1% | 24.7% | 0.1%
COc1cc2cc(CCOC(=O)c3ccc(F)cc3)oc(=O)c2cc1OC | -6.9% | -12.0% | x | 9.2% | 0.6%
CC(C)NC(=O)CC(=O)N/N=C/c1ccc(Br)cc1 | -2.3% | -9.0% | -4.8% | 5.0% | i
Cc1nnc(C)c2c(C)n(-c3ccccc3)c(C)c12 | x | x | x | 14.3% | 0.3%
CN(Cc1ccco1)S(=O)(=O)c1ccc(CN2C(=O)c3cccnc3C2=O)s1 | 5.3% | 9.2% | 8.2% | 1.6% | 2.0%
C/C(Cl)=C\Cn1c(Nc2cccc(C)c2)nc2c1c(=O)n(C)c(=O)n2C | 4.8% | -7.9% | -7.7% | -9.0% | i
CCOc1ccc(C2CC(c3ccccc3C)n3nc(N)nc3N2)cc1 (stereo unspecified) | -1.3% | 19.5% | -9.8% | 2.5% | 0.7%
COc1ccccc1N1CCN(C2=NS(=O)(=O)c3ccccc32)CC1 | -0.9% | 7.8% | -9.5% | -12.6% | 7.5%
O=c1[nH]c(/C=C\c2ccccc2F)nc(O)c1[N+](=O)[O-] | 9.0% | 51.9% | 6.2% | -1.6% | 1.5%
O=C1C(=C2SCCCS2)CC/C1=C\c1ccc(F)cc1 | 3.5% | u | -4.1% | 6.8% | 1.3%
NS(=O)(=O)c1ccc(NC(=O)COC(=O)/C(=C/c2cccs2)c2cccs2)cc1 | 3.2% | 5.1% | -1.4% | 2.9% | 2.8%
COc1cc2c(cc1OC)CN(CC(=O)Nc1ccc(F)cc1)C(C(=O)O)C2 (stereo unspecified) | -6.0% | -1.0% | 5.8% | -20.8% | 1.3%
Cc1cc(C)c(CN2CCC(n3nccc3NC(=O)c3ccccc3Cl)CC2)cc1C | 9.8% | 43.8% | -1.7% | -5.6% | 10.1%
O=C(CSc1nnnn1-c1ccc2c(c1)OCCO2)Nc1nc2c(s1)CCCC2 | -1.1% | -4.7% | 1.2% | 6.2% | 1.1%
CN1C(=O)C2(N=c3ccccc3=N2)c2ccccc21 | -6.9% | 0.6% | -8.9% | 2.0% | 9.2%
COc1ccc(C(=O)C2CCCN(C(=O)c3c4c(nn3C)CCCC4)C2)cc1F (stereo unspecified) | -2.5% | x | 9.4% | -1.5% | 0.2%
Cc1cc(C(=O)CN2C(=O)NC3(CCCc4ccccc43)C2=O)c(C)n1Cc1ccccc1 (stereo unspecified) | -0.1% | 25.9% | -16.4% | -8.0% | 1.1%
